Screens as filed in PubChem.
b-catenin transl: modulators of beta-catenin nuclear translocation, primary screen, imaging, HeLa cells, immunofluorescence, high-content; nuclear translocation activity, % at 5 µM; 0.3% of 190,000 active; AID 1665, 2009;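 active = nuclear translocation activity above 50% at 5 µM, with a well cell count of 50 or more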;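 also: per-cell ratio of nuclear to cytoplasmic median beta-catenin stain intensity; plate controls were DMSO negative control for no effect and GSK-3 inhibitor IX positive control for full effect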
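Test system: human HeLa cell line; Doses: 5 µM primary, 0.02–20 µM confirmation; Incubation: 24 h compound exposure, 37°C; Detection: beta-catenin immunofluorescence imaging with DAPI; Read-out: beta-catenin nuclear/cytoplasmic ratio, % activation.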
MT stabilize HCS: microtubule stabilizers in HeLa cells, primary screen, imaging, high-content imaging; AID 2205, 2009; % tubulin-high responders, % at 10 µM; 0.83% of 200,000 active; HeLa tubulin immunostaining HCS, 24 h; share of cells brighter than vehicle mean+2SD;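 active = plate Z-score above 3 for both tubulin-high and condensed-nucleus cell shares, with cell loss under 80%, at 10 µM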;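 also: anti alpha tubulin signal scored within the nucleus-defined area of each cell; some results filed as inactive read as strong as hits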
T cell HTS: modulators of CD8 T cell-vesicle binding, primary screen, mouse 2C CD8+ T cells, flow cytometry; 0.068% of 330,000 active; AID 2052, 2009; calls only at 7 µM; 2C CD8+ T cell-vesicle binding; stronger effect = lower value;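 active = response, share of CD8 T cells binding vesicles, and their 90th percentile fluorescence all below set limits, cut at about 80% in these data, passing the limit was not always enough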
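incubation = binding step 1.5 h, 37 °C, antibody labelling 20 min, ice | test system = 2C mouse CD8+ T cells | read-out basis = percent CD8+ FL2 mean versus row control | controls = Peptide-free naked vesicles (low) and QL9 vesicles with 0.7% DMSO vehicle (high) | detection = flow cytometry of vesicle-bound cells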
Salmonella PhoP GFP: inhibitors of PhoP regulon expression, primary screen, Salmonella Typhimurium, GFP reporter (AID 1863). S. Typhimurium PhoP-regulated promoter GFP reporter, 4 h; higher % means a stronger effect. 0.16% of 300,000 active. inhibition, % at 50 µM, or IC50 in µM where a hit was titrated;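 active = inhibition over 29.93%, a cutoff 3 SD above the screen mean, later confirmed by dose response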;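 also: 0% = low Mg2+ inducing control and 100% = high Mg2+ repressing control; strong numbers were not always called active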
Hep lipid drop: inhibitors of hepatocyte lipid droplet formation, primary screen, imaging, high-throughput imaging, BODIPY stain | AML12 mouse hepatocytes, oleate lipid droplets | inhibition, % at 6.5 µM | 0.4% of 240,000 active | AID 1656, 2009;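 active = lipid droplet intensity inhibited by at least 50%, with more than 500 cells counted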
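Material: mouse AML12 hepatocyte cell line, fixed after treatment; Timing: compound with oleate, overnight; Technique: high-content imaging of BODIPY-stained droplets and DAPI nuclei; Probe or stimulus: oleate, 100 µM final; Dosing: compound at 6.5 µM only.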
Ins promoter up: insulin promoter activators in MIN6 cells, imaging, high-content screening, mouse beta cells | MIN6 insulin promoter-GFP reporter; stronger effect = higher value | z-score at 5 µM | 0.3% of 190,000 active | AID 1625, 2009;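 active = z-score above 3 at 5 µM with at least 500 cells counted in the well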
ER stress rescue: rescue of cells from ER stress-induced death, primary screen, 384-well, CSM14.1, thapsigargin, ATP luminescence (AID 1222); CSM14.1 thapsigargin-induced death rescue, ATP luminescence; higher % means a stronger effect; 190,000 tested, under 10 active; cellular ATP content (survival), % at 20 µM; hits with a dose series show EC50 in µM;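 active = EC50 below 50 µM in the dose-response confirmation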;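 also: death triggered by thapsigargin at about 15 µM added after 2 h compound pretreatment; cell ATP read after overnight thapsigargin exposure of roughly 18 to 22 hours; normalized against plate controls of thapsigargin alone and 5% DMSO vehicle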
Autophagy HCS: autophagy modulators in MEF cells, primary screen, imaging, high-content, MEF GFP-LC3; MEF GFP-LC3 puncta imaging; test concentration mostly 10 µM; calls only at 10 µM (by protocol); 0.98% of 190,000 active; AID 463193, 2010;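 active = percentage of spot-positive cells more than 3 SD above its plate mean, without a fluorescence outlier flag or 80% toxicity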;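 also: spot-positive cell cutoff set from DMSO-treated cells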
Dynein cargo inh: inhibitors of GR-EGFP nuclear translocation, primary screen, dynein cargo transport inhibitor project, imaging, high-content, 3617.4 mouse cells | test concentration mostly 20 µM; stimulated with dexamethasone, 1 µM; stronger effect = lower value | z-score, hits read low | 0.47% of 220,000 active | AID 1381, 2008;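 active = plate z-score of nuclear minus cytoplasmic receptor signal below a set negative limit, without overly bright fluorescence or cell loss, cut at about -3.5 in these data, passing the limit was not always enough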;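 also: z-score of nuclear minus cytoplasmic ring GR-EGFP intensity difference per well; some compounds called inactive have numbers as strong as hits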
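Also added – dexamethasone, 1.0 µM final · Buffer or medium – tet-free, stripped-serum medium · Schedule – induction 48 h, compound 1 h, agonist 30 min · Detection – formaldehyde fixation, Hoechst nuclear stain, 10x automated fluorescence imaging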
Dynein cargo inh cytoplasmic EGFP: second read-out of Dynein cargo inh, no call of its own (marks repeat the call); z-score; measured here: cytoplasmic GR-EGFP intensity; stronger effect = higher value
Dynein cargo inh nuclear GR-EGFP: also measured in Dynein cargo inh; calls as there; z-score; measured here: nuclear GR-EGFP intensity;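 lower value marks the stronger effect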
Dynein cargo inh cell count: also measured in Dynein cargo inh; calls as there; z-score; measured here: cell count per field
Ins promoter up cell count: recorded beside Ins promoter up, whose call it bears; cell count; measured here: cytotoxicity, nuclei count;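 total cells summed across four imaged fields per well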
Hep lipid drop cells 6.5 µM: second read-out of Hep lipid drop, no call of its own (marks repeat the call); cell count; measured here: cell count, cytotoxicity flag;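 cells counted across two imaged fields per well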
b-catenin transl cell count 5 µM: second read-out of b-catenin transl, no call of its own (marks repeat the call); cell count; measured here: cell count, cytotoxicity flag
T cell HTS vesicle-bound %: further read-out of T cell HTS, marked with its call; double positive events, %; measured here: CD8+ vesicle-bound cell fraction;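 binding gate set so that unloaded-vesicle control wells show 10% double positive cells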
MT stabilize HCS Hoechst-high %: second read-out of MT stabilize HCS, no call of its own (marks repeat the call); % Hoechst-high responders; measured here: nuclear condensation Hoechst responders;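 share of cells brighter than vehicle mean plus two SD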
MT stabilize HCS cytotoxicity %: further read-out of MT stabilize HCS, marked with its call; toxicity, %; measured here: cytotoxicity by cell density;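 0% = mean cell density of plate MIN control wells and 100% = no cells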
Autophagy HCS cell loss 18 h: recorded beside Autophagy HCS, whose call it bears; toxicity, %; measured here: cell loss, nuclei count;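 cell loss after 18 h compound exposure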
* marks the source's active call; other numbers are inactive results; i = inactive; x = not tested or not shown.

SMILES | b-catenin transl | b-catenin transl cell count 5 µM | MT stabilize HCS | MT stabilize HCS Hoechst-high % | MT stabilize HCS cytotoxicity % | T cell HTS | T cell HTS vesicle-bound % | Salmonella PhoP GFP | Hep lipid drop | Hep lipid drop cells 6.5 µM | Ins promoter up | Ins promoter up cell count | ER stress rescue | Autophagy HCS | Autophagy HCS cell loss 18 h | Dynein cargo inh | Dynein cargo inh cytoplasmic EGFP | Dynein cargo inh nuclear GR-EGFP | Dynein cargo inh cell count
COc1ccc(OC)c(NC(=S)N(CCc2c(C)[nH]c3ccccc23)Cc2cccs2)c1 | 1.3 | 483 | 1.9 | 3.4 | 7.6 | i | 32 | -1% | 0 | 717 | 0.15 | 1449 | 17% | i | -43 | -0.68 | -0.13 | 0.59 | 0.2
O=C(NCc1ccoc1)c1ccc(NC(=O)c2ccccc2Cl)cc1 | x | x | 3.2 | 1.6 | 2.4 | i | 46 | -1% | 9 | 702 | -0.77 | 1269 | -0.8% | i | 3 | 0.58 | -0.15 | 1.1 | -0.097
CCCn1c(=O)c2ccccc2n2c(SCCOc3ccc(OC)cc3)nnc12 | 0.2 | 1188 | 2.9 | 1.9 | 5.5 | i | 43 | 0% | x | x | 0.37 | 1206 | -1.5% | i | -7 | 0.12 | -0.2 | 0.5 | 0.78
CC1(C)CC(=O)C(N=Nc2cccnc2)=C(O)C1 | -0.2 | 1318 | x | x | x | i | 46 | 0% | 13 | 631 | 0.17 | 1003 | x | x | x | -0.016 | -0.67 | -0.32 | -0.88
CC(/C=N/NC(=O)CSc1ccccn1)=C\c1ccc(C(C)C)cc1 | 0.1 | 496 | 1.7 | 4.2 | 11 | i | 56 | 11% | 2 | 619 | -0.09 | 1268 | -3.2% | i | -9 | 1.5 | -0.24 | 0.42 | -0.55
CCCCOc1ccc2c(c1)C(=O)c1cc(O)ccc1-2 | -3.1 | 1071 | 3.3 | 1.9 | 5.1 | i | 41 | -2% | 25 | 728 | x | x | -1.2% | i | 3 | -0.21 | -0.27 | -0.0015 | 0.77
CCC(=O)N(Cc1cc(=O)[nH]c2ccccc12)C1CCCCC1 | 0.6 | 1184 | 3.1 | 2.6 | 6.8 | i | 17 | -13% | x | x | 0.3 | 1089 | -1.1% | i | -10 | -0.59 | -0.015 | -0.0025 | 0.048
Cc1c(NC(=O)COC(=O)c2ccc[nH]c2=O)c(=O)n(-c2ccccc2)n1C | 2.2 | 1105 | 2.8 | 1.6 | 13 | i | 53 | 3% | 3 | 457 | -0.06 | 1455 | 2.8% | i | -10 | 0.32 | -0.25 | 0.3 | 0.017
Cc1ccc(CCNC(=O)C2CCCN(S(=O)(=O)c3cccc4nsnc34)C2)cc1 (stereo unspecified) | x | x | 2.6 | 2.0 | 7.9 | i | 41 | -17% | -6 | 750 | 0.8 | 851 | -0.4% | i | 3 | -0.51 | -0.2 | -0.096 | 0.56
Cc1ccc(/C=N/NC(=O)CSc2nc3ccccc3n2Cc2ccccc2)o1 | -1.2 | 917 | 3.6 | 1.2 | 2.1 | i | 42 | -3% | -22 | 649 | 0.57 | 1270 | 1.8% | i | 2 | -0.74 | -0.06 | -0.54 | 0.39
COC(=O)c1ccc(N2C(=O)CC(N3CCN(C(=O)c4ccco4)CC3)C2=O)cc1 (stereo unspecified) | 1.3 | 899 | 2.6 | 3.1 | 3.3 | i | 22 | 4% | -1 | 712 | 0.06 | 1444 | -3.3% | i | -3 | -1.2 | -0.2 | -0.44 | 0.34
COC(=O)C1C(O)=C(C=Nc2ccc(N)cc2)C(=O)CC1(C)C (stereo unspecified) | -4.6 | 1308 | 1.5 | 0.9 | 5.2 | i | 54 | 13% | -2 | 701 | 0.64 | 953 | -2.8% | i | -12 | -0.22 | -0.24 | 0.25 | 0.2
N#C/C(=C(/O)C(Cl)c1ccccc1)c1nc2ccccc2s1 (stereo unspecified) | 3.6 | 1093 | 3.0 | 1.5 | 5.3 | i | 42 | 5% | 13 | 762 | 1.3 | 871 | -2.1% | i | -8 | 2.6 | 0.12 | 2.1 | -1.9
O=C1NC(=O)[C@@H]2C3c4ccccc4C=CN3[C@H](C(=O)c3cccs3)[C@H]12 (stereo partly specified) | x | x | 7.8 | 5.1 | 5.3 | i | 47 | -6% | x | x | x | x | 0.9% | i | -2 | -0.15 | -0.15 | 0.1 | -0.092
S=c1[nH]nc(Cc2noc3ccccc23)n1-c1ccc(Cl)cc1 | -2.5 | 978 | 4.0 | 1.5 | 4.4 | i | 26 | -5% | -1 | 748 | -0.28 | 1430 | -0.7% | i | 17 | -0.0017 | -0.16 | 0.26 | -1.3
CC1CCCC/C1=N\NS(=O)(=O)c1ccc(Br)cc1 (stereo unspecified) | -1.8 | 1249 | 2.3 | 0.9 | 6.6 | i | 54 | -7% | -10 | 740 | x | x | -4.5% | i | 1 | -0.29 | -0.08 | 0.14 | 0.52
OCC1(Cc2ccccc2)CCCN(Cc2c[nH]c3ccccc23)C1 (stereo unspecified) | 0.2 | 1030 | 4.5 | 1.2 | 5.3 | i | 24 | 2% | -2 | 653 | 0.32 | 1438 | -2.4% | i | 6 | 0.87 | -0.2 | 0.72 | -0.67
Cc1ccc(C(=O)NN2C(=O)CSC2=S)cc1 | x | x | 4.5 | 3.3 | 4.9 | i | 7 | -3% | 8 | 571 | -0.43 | 1407 | -0.9% | i | 2 | -0.028 | -0.22 | -0.43 | 0.65
CN(C)C(=O)N1CCC(C(=O)NC2CCCCCCC2)CC1 | -1.2 | 1055 | 1.3 | 2.1 | 7.7 | i | 31 | -7% | 8 | 659 | 0.96 | 1735 | 1.1% | i | 1 | 1.3 | -0.23 | 0.97 | -0.089
CCOC(=O)N1CCN(C(=O)c2nn(-c3cc(OC)cc(OC)c3)c(=O)c3ccccc23)CC1 | -0.2 | 1021 | 2.5 | 2.6 | 11 | i | 14 | -1% | -4 | 649 | 0.73 | 1689 | -1.0% | i | -8 | -1.3 | -0.23 | -0.58 | 1.2
CCN(C(=O)CSc1ncccc1C(=O)O)C1CCCCC1 | 2.5 | 957 | 8.8 | 2.5 | 6.2 | i | 14 | -12% | 33 | 674 | 0.1 | 1227 | -2.2% | i | 30 | 0.12 | -0.2 | 0.76 | 0.34
CS(=O)Cc1cc(Sc2ccccc2)nc(-c2cccnc2)n1 (stereo unspecified) | -3.7 | 1055 | 1.8 | 1.3 | 9.1 | i | 28 | 0% | 8 | 690 | -0.25 | 1206 | 1.6% | i | 5 | 0.16 | -0.19 | 0.15 | 0.71
Cc1ccc(NC(=O)CN2CCN(CCN=CC3=C(O)CC(c4ccc(C)cc4)CC3=O)CC2)cc1 (stereo unspecified) | 1.0 | 1526 | 3.4 | 1.8 | 8.7 | i | 30 | -9% | 6 | 675 | x | x | -0.3% | i | -15 | 0.1 | -0.27 | 0.55 | -0.25
CN(C)C(=O)CSc1nnc(-c2cc(-c3cccs3)nc3ccccc23)o1 | -6.6 | 1186 | 6.3 | 3.6 | 1.5 | i | 32 | 15% | 5 | 781 | -0.11 | 1282 | -2.1% | i | -1 | 0.075 | -0.15 | 0.33 | -0.42
CC(N=C1NS(=O)(=O)c2ccccc21)C(=O)NCCCc1ccccc1 (stereo unspecified) | -5.1 | 1179 | 3.5 | 2.3 | 4.5 | i | 23 | -7% | -11 | 676 | 0.05 | 1266 | -0.6% | i | 1 | -0.18 | -0.35 | -0.55 | 0.53
O=C(CCCN1C(=O)/C(=C/c2cccs2)SC1=S)NNC(=O)c1ccccc1O | 0.0 | 967 | 5.6 | 2.5 | 3.4 | i | 42 | -11% | 10 | 657 | 0.01 | 1308 | -1.5% | i | 0 | -0.85 | -0.26 | -0.7 | 0.36
Cc1ccc(OCC(=O)N/N=C\c2cn(Cc3ccccc3)c3ccccc23)cc1C | -0.3 | 967 | 7.2 | 2.5 | 5.5 | i | 8 | -10% | -12 | 667 | 0.71 | 1286 | -3.3% | i | 4 | 1.4 | -0.2 | 0.49 | -0.62
COc1cccc(OCCNc2cc(N3CCCCC3)ccc2[N+](=O)[O-])c1 | 0.5 | 1345 | 2.0 | 1.8 | 5.7 | i | 45 | -1% | x | x | -0.61 | 1423 | -1.1% | i | 8 | -0.11 | -0.17 | 0.64 | 0.0016

No enrichment for hits; about 3% have a hit in one of these screens.
